SKN-1 block – suppressors of acrylamide-induced Pgst-4::GFP reporter in worms, primary screen, SKN-1 inhibitor project, whole organism, uHTS, GFP/RFP fluorescence ratio, strain VP596; 360,000 compounds, 0.49% hits; inhibition, % at 21.8 µM; AID 624304, 2012; C. elegans VP596 Pgst-4::GFP/RFP ratio, 24 h;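 active = interference check ratio from 0.5 to 1.5 plus GFP to RFP signal ratio inhibition reaching or exceeding a fixed threshold, cut at about 30% in these data, passing the limit was not always enough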; note: some compounds called inactive have numbers as strong as hits
eLon inh – inhibitors of E. coli Lon protease, primary screen, biochemical, fluorescence polarization; P0A9M0; purified E. coli Lon protease; inhibition, % at 7.94 µM; 360,000 compounds, 0.42% hits; in the data active = inhibition above about 13%, passing the limit was not always enough;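 note: 0% = enzyme with probe and DMSO and 100% = no enzyme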
Target sequence (P0A9M0 whole entry, looked up): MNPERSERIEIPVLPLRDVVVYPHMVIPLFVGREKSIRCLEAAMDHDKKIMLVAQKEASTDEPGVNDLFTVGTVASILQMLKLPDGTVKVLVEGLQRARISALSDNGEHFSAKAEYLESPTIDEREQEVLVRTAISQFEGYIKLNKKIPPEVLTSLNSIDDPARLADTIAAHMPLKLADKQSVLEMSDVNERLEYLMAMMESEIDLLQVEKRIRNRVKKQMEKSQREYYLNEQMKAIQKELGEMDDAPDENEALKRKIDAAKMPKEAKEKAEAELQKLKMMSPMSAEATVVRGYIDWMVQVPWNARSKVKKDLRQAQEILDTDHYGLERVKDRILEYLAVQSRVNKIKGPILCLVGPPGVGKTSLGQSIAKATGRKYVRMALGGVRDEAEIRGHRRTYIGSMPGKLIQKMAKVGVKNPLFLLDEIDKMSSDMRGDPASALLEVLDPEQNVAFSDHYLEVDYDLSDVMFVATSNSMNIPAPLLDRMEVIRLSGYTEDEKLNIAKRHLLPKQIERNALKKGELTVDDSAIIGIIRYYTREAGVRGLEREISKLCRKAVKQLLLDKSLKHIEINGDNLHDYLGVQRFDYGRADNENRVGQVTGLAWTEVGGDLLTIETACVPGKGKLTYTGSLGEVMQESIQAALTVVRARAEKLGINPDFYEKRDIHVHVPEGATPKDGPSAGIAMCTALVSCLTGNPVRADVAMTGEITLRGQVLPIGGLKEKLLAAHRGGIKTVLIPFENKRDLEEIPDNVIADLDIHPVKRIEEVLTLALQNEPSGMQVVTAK
TbMetRS inhib – T. brucei MetRS inhibitors, primary screen, biochemical, luminescence; purified T. brucei MetRS, ATP depletion, Kinase-Glo luminescence; inhibition, % at 11.9 µM; 360,000 compounds, 0.4% hits; AID 624268, 2012;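 active = inhibition above a per-plate cutoff of the control wells' mean inhibition plus 3 SD, cut at about 5.5% in these data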;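 note: 0% = DMSO wells median and 100% = median of wells with control inhibitor compound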
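Test system: purified T. brucei MetRS enzyme. Also added: ATP, methionine and E. coli bulk tRNA substrates. Compound: 11.9 µM single point. Schedule: 15 min enzyme-compound preincubation, 2 h reaction, 10 min detection, 25 °C. Signal: luciferase luminescence of residual ATP, Kinase-Glo. Evaluation: percent inhibition versus plate control medians. Controls: DMSO wells, low control.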
MsrA act – bovine MsrA enzyme activators, primary screen, biochemical, absorbance, HTS | Methionine sulfoxide reductase A (Bos taurus) | purified bovine MsrA, absorbance read-out | activation, % at 10.6 µM | 360,000 compounds, 0.3% hits | AID 602163, 2012; in the data active = activation above about 7.5%;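 note: 0% = vehicle and 100% = reference activator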
CendR NRP1 mod – modulators of CendR peptide binding to NRP-1, primary screen, biochemical, fluorescence polarization, uHTS. FAM-RPARPAR peptide binding to NRP-1. 360,000 compounds, 0.85% hits. inhibition, % at 25 µM. Neuropilin-1 (Homo sapiens), O14786;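 active = inhibition or corrected inhibition above about 18%, plus a signal ratio from 0.5 to 1.5, limit read from the data, passing the limit was not always enough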; note: strong numbers were not always called active
MT1-MMP act inh – blockers of MT1-MMP proenzyme processing, primary screen, HT1080 RFP-PRO-GFP cells, GFP/RFP fluorescence | GFP/RFP ratio fluorescence, overnight; percent of plate control window, DMSO zero | AID 651647, 2012 | 360,000 compounds, 0.061% hits | Matrix metalloproteinase-14 (Homo sapiens), P50281 | GFP/RFP ratio change, % at 20 µM;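 active = GFP/RFP ratio change of at least 30% with cell ATP level not reduced by more than half and red fluorescence within 50% of control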; note: strong numbers were not always called active
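Test system: HT1080 cells expressing an RFP-PRO-GFP fluorescent reporter construct / Compound dosing: single-point 20 µM compound, 1% DMSO / Schedule: cells overnight before dosing, compound overnight, 37 °C, 5% CO2 / Evaluation: GFP/RFP fluorescence ratio / Control set: DMSO and RFP-L50D-GFP cell wells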
FAS TE block – FAS thioesterase domain inhibitors, primary screen, biochemical, fluorescence intensity, uHTS; recombinant FAS-TE, OMFH fluorogenic substrate, fluorescence endpoint; Fatty acid synthase (Homo sapiens), P49327; inhibition, % at 15 µM; 360,000 compounds, 0.67% hits;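 active = compounds whose normalised, plate-corrected inhibition of enzyme fluorescence in the single-dose primary screen is 50% or more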;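 note: 0% = DMSO with enzyme and 100% = substrate without enzyme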
MLLE-PAM2 inh – inhibitors of PABP1 MLLE–PAM2 peptide binding, primary screen, biochemical, fluorescence polarization, FITC-PAM2, GST-MLLE | AID 588489, 2011 | Polyadenylate-binding protein 1 (Homo sapiens), P11940 | inhibition, % at 20 µM | 360,000 compounds, 0.36% hits; in the data active = inhibition above about 35%, passing the limit was not always enough;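 note: plate controls were DMSO wells with GST-MLLE for no effect and wells lacking GST-MLLE protein for full effect; some results filed as inactive read as strong as hits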
MsrA inh – bovine MsrA enzyme inhibitors, primary screen, biochemical, absorbance, HTS | purified bovine MsrA, absorbance read-out | inhibition, % at 15.5 µM | 360,000 compounds, 0.75% hits | AID 651718, 2012; in the data active = inhibition above about 4.5%;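 note: 0% = vehicle wells with enzyme and 100% = reference inhibitor wells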
* marks the source's active call; other numbers are inactive results; i = inactive; nt = no result given.

Below each SMILES – TbMetRS inhib	CendR NRP1 mod	MLLE-PAM2 inh	MT1-MMP act inh	SKN-1 block	MsrA inh	MsrA act	FAS TE block	eLon inh
- O=C(O)CCCNC1=NCCC1
 : 0.0	15	-9	4	4	-0.8	2	-3	-12
- Cc1ccc(SCc2c(C(=O)N/N=C/c3ccccc3)nnn2-c2nonc2N)cc1
 : -0.1	-2	8	1	2	-1.6	-1	18	5
- CC(C)[C@H](NC(=O)c1cccc(S(=O)(=O)N2CCOCC2)c1)C(=O)NCc1ccc(F)cc1
 : 0.1	4	-3	5	-3	0.6	0	-3	-3
- Nc1ncncc1-c1ccc(F)cc1
 : -0.1	-1	15	-4	19	2.1	-5	-5	4
- Cc1ccc(S(=O)(=O)CS(=O)(=O)c2ccc(C)cc2)cc1
 : -0.4	-1	5	4	5	-0.3	-2	-2	0
- Cc1c(NC(=O)c2cc(-c3ccc(F)cc3)nc3ccccc23)c(=O)n(-c2ccccc2)n1C
 : 0.2	14	-3	5	14	1.3	1	-1	-4
- CCOC(=O)c1ccc(N/C=C/C(=O)c2ccccc2)cc1
 : -1.1	4	-5	3	2	1.5	-1	0	-2
- Cc1nc(C)c(-c2ccn(C(=O)NC(C)C)n2)s1
 : -0.1	12	7	2	4	0.0	-3	-4	-1
- COC(=O)CCC(=O)NC(=S)Nc1ccccc1F
 : -0.4	1	14	5	8	2.8	-1	-5	8
- CN(C(=O)COC(=O)C1(C)CC1(Cl)Cl)c1c(N)n(Cc2ccccc2)c(=O)[nH]c1=O (stereo not given)
 : -0.2	5	-30	-3	-1	1.3	-1	-5	-3
- O=C(Nc1cccc2ccccc12)c1ccc2sc([C@@H]3O[C@H](CO)[C@H](O)[C@H](O)[C@H]3O)nc2c1
 : -0.5	13	2	2	6	-0.8	-9	-9	3
- CC(C)C(NC(=O)CN(c1cccc(F)c1)S(C)(=O)=O)C(C)C
 : -0.2	-2	2	1	-34	-1.0	-5	-7	-2
- Cc1c(-c2nc(-c3ccc(C(C)(C)C)cc3)no2)n(C)oc1=O
 : -0.1	3	11	-2	7	0.3	-4	16	1
- Cc1ccc(NC(=O)c2cccc(S(=O)(=O)N3CCc4ccccc4C3)c2)nc1
 : -0.5	19	-1	5	3	-0.9	-4	20	-6
- NS(=O)(=O)c1ccc(CCNC(=O)CCc2nc3sc4c(c3c(=O)[nH]2)CCCC4)cc1
 : -0.3	-45	-20	0	12	-1.4	-1	0	-14
- COc1ccc2c(c1OC)C(=O)N(C(C)C(=O)O)C2=O (stereo not given)
 : -0.2	-6	8	11	6	0.2	-4	-9	-5
- CC(=O)NS(=O)(=O)c1ccc(NC(=O)C2c3ccccc3Oc3ccccc32)cc1
 : -0.5	3	13	2	7	-0.6	-1	-1	7
- COc1cc(NC(=S)Nc2cccnc2)cc(OC)c1OC
 : 0.0	-18	32	4	6	-0.9	-2	-7	2
- O=C1NC(=O)C(Cc2ccc(O)cc2)N1 (stereo not given)
 : 0.9	-3	-6	nt	9	0.7	-1	-3	1
- Cc1ccc(OCC(=O)Nc2ccccc2Sc2ccc(Cl)cc2)c([N+](=O)[O-])n1
 : -0.5	-2	-4	-7	12	-0.4	-4	26	0
- COc1ccc(N2Cc3ccccc3C2)cc1Cl
 : -0.2	-19	-7	-3	-1	-0.1	-8	6	0
- COc1ccc(-c2ccc3c(c2)[C@@H]2C[C@H]4[C@@H](C(=O)N2CC3)[C@H](C)ON4C)cc1
 : 0.2	-5	-5	5	4	0.5	0	-5	-3
- CC(C)[C@H](NC(=O)[C@@H]1Cc2ccccc2CN1C(=O)OC(C)(C)C)C(=O)NC1CCCC1
 : -0.7	7	-3	nt	16	1.4	1	-1	4
- O=C(/C=C/Nc1ccc(F)c(Cl)c1)c1ccccc1
 : 0.4	-3	-19	4	15	-0.6	-2	16	-9
- CN(C)C(=O)CCc1ccc2c3c([nH]c2c1)[C@]1(C)[C@@H](C(=O)N2CCCCC2)C[C@H](CC(=O)NCC24CC5CC(CC(C5)C2)C4)C(=O)N1CC3
 : 0.2	3	-4	0	1	0.6	-1	5	-1
- O=C(c1cccc2c1C(=O)N(Cc1cccnc1)C2)N1CCN(c2ccccc2)CC1
 : -0.4	15	-15	0	4	0.1	0	-10	1
- COc1ccc(C)c2sc(NC(=O)c3cccc(N4C(=O)CCC4=O)c3)nc12
 : -0.2	8	-9	-1	-3	-0.7	-9	-5	6
- COc1ccccc1NC(=O)N(C)C[C@H]1Oc2ncc(C#CCN(C)C)cc2C(=O)N([C@H](C)CO)C[C@H]1C
 : -0.8	-7	-5	-1	1	nt	-2	-6	0
- COc1ccc(Cl)cc1NC(=O)CN(C)C(=O)c1ccc2c(c1)OCCO2
 : -0.5	9	-39	7	9	0.2	-6	7	2
- CCNc1ccc(C(=O)OCC)cc1NC(=O)c1cccc(N(C)C)c1
 : -1.4	6	3	12	1	0.3	-10	1	2
- O=C(NCCc1ccccc1)C1CCN(C2CCN(Cc3ccc(CO)o3)CC2)CC1
 : 0.6	9	-4	0	3	1.3	-1	-3	-7
- COc1ccc(CSc2ccc(S(=O)(=O)N3CCCC3)cn2)cc1F
 : 0.7	9	37	-2	-5	-0.4	0	17	1
- Nn1c(SCc2ccc(F)cc2)nnc1-c1cccnc1
 : -0.8	-18	-9	1	16	-1.6	-1	-6	-7
- COc1ccc(C)cc1NC(=O)CCCN1C(=S)NC(C)(C)CC1C (stereo not given)
 : -0.8	5	-65	-3	-3	0.8	-2	-10	1
- O=C(O)CN1C(=O)/C(=C\c2cc(Br)ccc2OCc2ccccc2Cl)SC1=S
 : -1.0	-76	25	nt	-2	0.9	-5	31	-4
- COc1ccc(CN2C[C@H](C)[C@@H](CC(=O)NCc3ccccc3)C2=O)cc1
 : 0.9	3	3	24	23	1.4	-1	-16	3
- COc1ccc(Cc2c(-c3ccc(F)cc3)nc3c4ccccc4ccn23)c(C)c1
 : 0.0	-7	4	-2	-2	1.3	2	11	-14
- COc1ccc(CC(NC(=O)c2ccccc2)C(=O)NCC(=O)O)cc1 (stereo not given)
 : 0.0	0	1	3	17	0.1	1	-7	-14
- CCOc1ccc2c(c1)/C(=N/N1C(=O)c3ccccc3C1=O)C(=O)N2
 : 0.4	-1	-16	3	2	2.4	-1	-5	-2
- O=C(c1cnn2c(C(F)(F)F)cc(-c3ccc4c(c3)OCO4)nc12)N1CCCCC1
 : -0.6	8	-5	-6	24	1.7	-5	10	-4
- CN(c1ccccc1)S(=O)(=O)c1ccc(C(=O)Nc2nccs2)cc1
 : -0.5	-3	2	2	4	0.3	-2	1	-5
- CC(=O)Nc1ccc(N2C(=O)C3C4C=CC(CC4)C3C2=O)cc1 (stereo not given)
 : -0.2	-6	-1	-3	-1	-0.4	-5	-4	-11
- CCCn1c(SCC(=O)NCCCN2CCCC2=O)nc2ccccc2c1=O
 : -0.5	3	-7	-2	-3	-0.5	-7	-6	2
- COC(=O)[C@]12CCCCC=C1N(Cc1ccccc1)C(=O)[C@H](CC(=O)N1CCN(C(=O)c3ccco3)CC1)C2
 : -0.3	3	nt	4	4	-1.0	-3	-6	-9
- Cc1ccccc1C(=O)NC1CCN(CC(=O)NC2CCCCC2)CC1
 : 0.4	10	3	0	2	-1.3	-3	-6	0
- CCc1nnc(NC(=O)c2cccc(S(=O)(=O)N3CC(c4ccccc4)CC3=O)c2)s1 (stereo not given)
 : -0.2	-8	-9	1	3	0.1	-5	-4	4
- COc1ccccc1-n1c(SCC(N)=O)nnc1-c1ccccc1
 : -0.5	4	4	0	3	1.2	-4	-8	-4
- Cc1ccc(CN2CCN(CC(=O)N3CCC(C(N)=O)CC3)C2=O)cc1
 : -0.1	-15	7	1	-7	-1.2	0	2	-7
- Cc1ccc(CNC(=O)C(NS(=O)(=O)c2cccs2)C(C)C)cc1 (stereo not given)
 : nt	-12	-1	1	-1	-0.4	nt	-5	nt
- COc1ccc(OCC(O)CNC(=O)Nc2cc(F)ccc2C)cc1 (stereo not given)
 : -0.8	9	-20	0	1	-0.6	-7	2	-4

Other compounds
Below each SMILES – TbMetRS inhib	CendR NRP1 mod	MLLE-PAM2 inh	MT1-MMP act inh	SKN-1 block	MsrA inh	MsrA act	FAS TE block	eLon inh
- CC(=O)c1c(C)nn(CC(=O)NC2CCCN(Cc3ccc(CC(C)C)cc3)C2)c1C (stereo not given)
 : 0.3	-1	-4	1	3	-0.3	-1	-1	-8
- Cc1cc(C)c(C(=O)COC(=O)C2CCN(c3ccc(C(F)(F)F)cn3)CC2)c(C)c1
 : -0.2	-1	-9	0	-11	0.7	3	33	-7
- Fc1ccccc1-c1nnc2n1N=C(c1ccc(OC(F)F)c(OCC3CC3)c1)CS2
 : -0.4	6	-8	4	7	-1.7	-6	-6	8
- CCC1CCCCN1S(=O)(=O)c1ccc(NC(=O)c2nc(S(C)(=O)=O)ncc2Cl)cc1 (stereo not given)
 : 0.3	11	14	-3	-30	2.1	-3	60*	8
- CCCN1C(=O)S/C(=C/c2ccc(N3CCOCC3)o2)C1=O
 : 0.3	133	-63	-128	-1	-1.0	1	-83	i
- O=C(NCCc1ccccc1)C1C(=O)Nc2ccccc2C(=O)N1C1CCCCC1 (stereo not given)
 : 0.2	12	nt	0	-4	-0.9	nt	nt	nt
- CCOC(=O)CSc1nc2sc(C)c(C)c2c(=O)n1N
 : -1.8	2	5	2	-5	0.3	-11	-4	1
- O=S(=O)(c1ccc(SCCOc2ccccc2Cl)nc1)N1CCCC1
 : -0.3	14	18	-1	10	1.0	-2	36	1
- CC(C)N(CCNC(=O)c1nn(Cc2ccccc2)c(=O)c2ccccc12)C(C)C
 : -0.1	-4	1	-4	0	0.2	-2	-7	-4
- Cc1ccc(C)c(S(=O)(=O)N2CCCOC2CNC(=O)C(=O)NCCCN2CCOCC2)c1 (stereo not given)
 : -0.5	11	-2	-2	-7	-0.9	-10	-2	4
- COc1ccccc1C(C#N)N1N=C(C)CC1c1ccccc1 (stereo not given)
 : 0.3	6	-6	-1	-4	1.2	-3	6	-8
- Cn1cc(SCC(=O)Nc2nc3ccccc3s2)c2ccccc21
 : -2.4	-19	25	4	-2	-0.1	-12	15	3
- COC(=O)c1ccc(CSc2nc3ccc(Cl)cc3[nH]2)o1
 : 3.1	nt	nt	nt	nt	0.9	-12	nt	-9
- COc1ccc(COC(=O)CNC(=O)C2CCCCC2)cc1F
 : -0.2	8	10	-1	-11	-1.4	-2	-4	1
- Cc1noc(C)c1S(=O)(=O)NCc1cccc(Cl)c1
 : -0.7	-8	-5	3	-8	0.5	-10	-4	4
- COc1cc(C)ccc1OCCOCCOc1cc(C)c(C)cc1Br
 : -0.2	-2	2	-3	6	-0.3	-2	20	-8

Screens (PubChem BioAssay)
